Bioassay records as filed in PubChem BioAssay.
BRCA1 expr up = activators of BRCA1 expression | AID 624202 | hit rate 1.1% among 380,000 | Potency, µM (highest dose often 46.1 µM), for the others: top-dose activation, hits mostly activators | MCF7-BRCA1-FFLuc reporter, luminescence, 48 h; response scale: scaled: vehicle 0%, 10 µM genistein 100%; further: nearly all actives have a fitted effect of over 80% in size; some results filed as inactive show a strong effect at the top dose
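Using MCF7 cells harboring a BRCA1 firefly luciferase reporter, plated 2 h before compound pinning, the screen measured luminescence after 48 h incubation. Responses were normalized to DMSO and 10 microM genistein, then fitted for concentration-effect.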
RORg inh = ROR gamma (mouse) transcription inhibition | P51450 | Drosophila S2 Gal4-RORgamma UAS-luciferase reporter, 20 h | Potency, µM (top dose mostly 53.6 µM), for inactives: top-dose activity change, negative = inhibition, hits mostly inhibitors | hit rate 5.4% among 310,000; further: on the % scale 0 is the no-effect control and ±100 the full control effect; nearly all actives have a fitted effect of over 60% in size
Target sequence (P51450 whole entry, looked up, the tested form may be a part): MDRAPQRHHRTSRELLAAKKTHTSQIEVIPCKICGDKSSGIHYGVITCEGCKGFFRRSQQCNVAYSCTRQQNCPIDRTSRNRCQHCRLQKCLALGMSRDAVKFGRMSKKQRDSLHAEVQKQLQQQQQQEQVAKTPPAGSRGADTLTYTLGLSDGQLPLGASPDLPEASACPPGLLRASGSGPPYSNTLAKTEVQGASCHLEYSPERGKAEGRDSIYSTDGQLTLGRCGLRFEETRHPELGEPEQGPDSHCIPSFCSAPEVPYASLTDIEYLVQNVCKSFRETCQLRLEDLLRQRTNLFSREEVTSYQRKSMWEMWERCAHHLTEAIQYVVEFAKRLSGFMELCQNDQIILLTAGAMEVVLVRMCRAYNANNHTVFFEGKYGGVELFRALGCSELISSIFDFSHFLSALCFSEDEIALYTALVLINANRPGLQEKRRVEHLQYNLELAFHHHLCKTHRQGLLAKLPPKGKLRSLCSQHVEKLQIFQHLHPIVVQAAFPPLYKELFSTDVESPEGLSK
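Luminescence from a UAS-regulated Photinus luciferase reporter in stably transfected Drosophila Schneider cells is measured; decreased signal marks ROR gamma inhibition. Fusion expression is induced by 700 uM copper sulfate for 20 hr.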
Gal4-VP16 FLuc = counter-screen for ROR gamma inhibitors: Gal4-VP16 reporter. hit rate 3.5% among 310,000. Potency, µM (doses to about 53.6 µM), inactives show top-dose activity, negative = inhibition, actives largely listed as inhibitors. Drosophila S2 Gal4-VP16 UAS-luciferase, luminescence, 20 h. AID 2546;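 further: Gal4-VP16 expression switched on by copper sulfate through the metallothionein promoter; on the % scale 0 is the no-effect control and ±100 the full control effect; nearly all actives have a fitted effect of over 50% in size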
FLuc counter = counter-screen for miR-21 project: firefly luciferase inhibitors or activators; Potency, µM (top dose mostly 57.5 µM), inactives show at the top dose activity change, negative = inhibition, hits mostly inhibitors; P08659; hit rate 6.9% among 360,000; purified FLuc, Km substrates, luminescence inhibition; AID 588342;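 further: plate controls were vehicle for no effect and reference inhibitor for full effect; nearly all actives have a fitted effect of over 55% in size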
Target sequence (P08659 whole entry, looked up): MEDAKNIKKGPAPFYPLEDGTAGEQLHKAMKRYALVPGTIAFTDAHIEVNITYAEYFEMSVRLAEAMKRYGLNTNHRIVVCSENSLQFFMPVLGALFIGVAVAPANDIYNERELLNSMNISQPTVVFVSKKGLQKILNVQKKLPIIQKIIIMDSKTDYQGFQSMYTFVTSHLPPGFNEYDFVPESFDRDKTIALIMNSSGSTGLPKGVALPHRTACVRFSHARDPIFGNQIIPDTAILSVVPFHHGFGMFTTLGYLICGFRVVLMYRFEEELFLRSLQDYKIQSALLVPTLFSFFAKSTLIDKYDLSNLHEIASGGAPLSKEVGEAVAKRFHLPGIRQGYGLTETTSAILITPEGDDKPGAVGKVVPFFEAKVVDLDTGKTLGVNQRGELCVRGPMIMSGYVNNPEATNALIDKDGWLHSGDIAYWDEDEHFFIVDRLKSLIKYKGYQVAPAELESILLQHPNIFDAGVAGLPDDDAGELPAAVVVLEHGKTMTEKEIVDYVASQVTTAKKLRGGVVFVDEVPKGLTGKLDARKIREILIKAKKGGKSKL
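Purified P. pyralis luciferase (10nM final) with 10uM D-luciferin and 10uM ATP (Km levels) in 50mM Tris acetate pH 7.5, 10mM Mg acetate, 0.01% Tween-20, 0.05% BSA; qHTS 6-point titration, ~60 µM downward; luminescence read.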
uPA generation = inhibitors of cell surface uPA generation | AID 540303 | hit rate 0.31% among 330,000 | Potency, µM (top dose mostly 38.3 µM), inactives show at the highest dose activity change, negative = inhibition, usual class: inhibitors | cell surface uPA generation assay, qHTS; active means well fitted inhibition curve with a large enough effect; inconclusive means small, poorly fitted or top-dose-only effect; inactive means no such curve, though single readings can be large or run the other way; tested in mouse RAW 264.7 cells; further: on the % scale 0 is the no-effect control and ±100 the full control effect; nearly all actives have a fitted effect of over 55% in size
NPC1 prom act = activates the NPC1 promoter; Potency, µM (series often up to 9.22 µM), for the others: top-dose activation, most hits filed as activators; hit rate 2.4% among 320,000; Huh7 NPC1 promoter luciferase reporter, 24 h; AID 485313;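 further: % of control where 0% means no effect; nearly all actives have a fitted effect of over 60% in size; reporter is driven by a mutant NPC1 promoter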
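Compounds in DMSO were transferred onto Huh7 NPC1-luciferase reporter cells pre-incubated 2 h; after 24 h at 37 °C, Amplite reagent was dispensed and luminescence recorded 10 min later.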
p53 reactivation = re-activators of mutant p53. H1299 p53-A138V BP100-luciferase reporter, luminescence, 24 h. Potency, µM (series often up to 92.2 µM), inactives show at the top dose activity change, positive = activation, hits mostly activators. hit rate 0.063% among 320,000. AID 504706; further: % of control where 0% means no effect; nearly all actives have a fitted effect of over 45% in size
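p53-null H1299 cells stably carrying temperature-sensitive p53-A138V and a BP100-luciferase reporter were pinned with compounds (4-point, 1:5 series) and held 24 hrs at 37 deg C. Luminescence was read 10 min after detection reagent.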
MBNL1 CUG block = blocks human MBNL1 binding to CUG repeat RNA; Q9NR56; TR-FRET MBNL1-His/biotin-(CUG)12 binding, 665/545 ratio; Potency, µM (doses to about 57.5 µM), inactives show at the highest dose activity change, negative = inhibition, hits mostly inhibitors; hit rate 0.036% among 280,000; active means well fitted inhibition curve with a large enough effect in the signal ratio, with a control signal flat, not every such curve was filed as active; inconclusive means small, poorly fitted or top-dose-only effect, or effect the other way, or a change in a side signal; inactive means no such curve, though single readings can be large or run the other way; the % refers to the signal ratio; further: on the % scale 0 is the no-effect control and ±100 the full control effect
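Inhibition of protein-RNA binding appears as loss of TR-FRET between terbium anti-His antibody on MBNL1-His and streptavidin-XL665 on biotin-(CUG)12. Activity is normalized to buffer-only and uninhibited-complex controls.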
ELG1 genotoxic = genotoxicity induction in ELG1-luciferase HEK293T cells; HEK293T ELG1-luciferase reporter, luminescence, 16 h; Potency, µM (titrated, usually from 46 µM), for inactives: top-dose activity change, positive = activation, most hits filed as activators; hit rate 1.3% among 330,000; further: % of control where 0% means no effect; nearly all actives have a fitted effect of over 60% in size
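Genotoxic stress is detected as increased luminescence from luciferase-tagged ELG1 in HEK293T cells, measured with ONE-Glo after a 16 hr treatment at 37 °C.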
Rab9 promoter act = activates the Rab9 promoter; AID 485297; Potency, µM (doses to about 9.22 µM), for inactives: at the highest dose activation, negative = inhibition, most hits filed as activators; hit rate 2.8% among 320,000; Huh7 Rab9 promoter-luciferase reporter, luminescence, 24 h; further: % of control where 0% means no effect; nearly all actives have a fitted effect of over 60% in size
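Rab9 promoter-driven luciferase in stably transfected Huh7 cells; 1500 cells/well rested 2 h, exposed to compound in DMSO for 24 h at 37 °C, 5% CO2. Luminescence read 10 min after adding luciferase reagent at ambient temperature.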
The depositor's hits bear a star; ? = inconclusive; / = not tested or not shown; [ ] = another dose, or the depositor's remark. Unless noted, the call rests on the fitted dose curve; in most records, active means well fitted curve in the direction sought with a large enough effect; inconclusive means small, poorly fitted or top-dose-only effect, or another doubt; inactive means no such curve, though single readings can be large; an effect the other way counts as inactive or inconclusive. Potency means the concentration at half of the fitted maximal effect.

SMILES	BRCA1 expr up	RORg inh	Gal4-VP16 FLuc	FLuc counter	uPA generation	NPC1 prom act	p53 reactivation	MBNL1 CUG block	ELG1 genotoxic	Rab9 promoter act
Cn1nnnc1SCC(=O)NCCc1ccc(Cl)cc1	20.3%	12.6%	-1.7%	4.8%	2.1%	1.9%	0.6%	-0.3%	1.1%	-4.1%
CC(C)N(C(=S)Nc1cccc(S(=O)(=O)N(C)C)c1)c1ccccc1	-19.1%	-11.6%	0.0%	1.5%	-28.1%	-0.3%	1.0%	-9.3%	-7.6%	-2.3%
O=C(OCC(=O)N1CCc2ccccc21)c1ccc(Cl)nc1	2.6%	17.6%	2.5%	-19.5%	/	2.3%	5.6%	-0.3%	3.1%	-0.2%
CC1(C)C2([N+](=O)[O-])CN3CC1([N+](=O)[O-])CN(C2)C31CCCC1	-15.2%	1.3%	-4.1%	0.3%	/	-1.3%	5.8%	-2.1%	1.8%	-0.1%
COc1ccc(N2C(=O)CS/C2=C\[N+](=O)[O-])cc1	-4.6%	-6.2%	-5.6%	3.6%	3.4%	-0.6%	3.4%	?	-2.4%	-33.1%[inhibitor]
COc1ccc(NC(=O)C/C(C)=N/NC(=O)c2cnccn2)cc1Cl	21.1%	20.1%	21.2%	0.4%	-5.9%	0.1%	11.9%	4.2%	4.1%	-0.6%
CC(C)N(Cc1nc(-c2ccc(Cl)cc2)no1)C(=O)/C=C/c1ccccc1	-24.4%	?	?	2.8%	9.5%	1.0%	8.1%	-8.8%	-3.7%	-0.3%
COc1cccc(CNc2ccccn2)c1O	92.1%	6.9%	0.5%	?	-0.5%	28.9%	/	1.5%	?	10.1%
COc1ccccc1CCN1CCCC(CN(C)C(=O)c2ccoc2)C1 (stereo unspecified)	5.7%	2.0%	-8.0%	1.7%	-1.7%	-3.1%	0.3%	3.0%	-1.7%	-4.1%
CCCN(CCC)S(=O)(=O)c1ccc(NC(=O)COc2ccccc2)cc1	3.4%	-0.5%	-1.0%	0.7%	/	-1.6%	-1.8%	-7.7%	-2.5%	-5.6%
C/C(=N\NC(=O)c1ccc2c(c1)OCO2)c1ccco1	-28.9%	?	?	9.53µM*	?	?	23.1%	/	14.1%	0.794µM*
Cc1nnc(N/N=C/c2cc([N+](=O)[O-])c(N3CCC(C)CC3)cc2N2CCC(C)CC2)n1N	-23.3%	15.8µM*	?	1.0%	-11.8%	-2.7%	-14.2%	?	-28.1%	-6.3%
Cc1ccc(NC(=O)c2cc(C)n(-c3ccccc3)c2C)cc1	-61.9%	4.47µM*	6.31µM*	0.0536µM*	-19.7%	-2.4%	4.0%	-5.6%	0.231µM*	?
C/C(CC(O)c1ccc2ccccc2n1)=N/O (stereo unspecified)	26.7%	2.3%	28.1%	-9.9%	/	4.6%	3.9%	-13.7%	9.4%	3.4%[1.84 µM]
O=C(COC(=O)c1ccc2[nH]c3c(c2c1)CCCC3)Nc1ccccc1Cl	-13.6%	3.0%	-9.7%	-8.4%	2.4%	-2.3%	2.5%	-12.7%	?	-2.6%
Cc1ccc(C)c(NC(=S)N(C)CCc2ccccn2)c1	-24.6%	?	?	-0.7%	-0.4%	-2.3%	5.3%	/	-2.7%	-0.1%
CCN=C1SC(CC(=O)NC2CCCCC2)C(=O)N1CC (stereo unspecified)	1.7%	-4.5%	-4.5%	5.9%	3.0%	-1.5%	0.0%	5.3%	-1.3%	-2.0%
O=C1CSC(c2ccncc2)N1Cc1ccc(F)cc1 (stereo unspecified)	3.5%	9.1%	1.9%	2.1%	5.1%	-1.6%	-0.6%	-18.5%	-1.9%	-4.4%
COc1ccc(-c2cc(OC)c3c(C)oc(C)c3c(=O)c2)cc1OC	-20.0%	8.8%	5.6%	0.1%	4.4%	0.6%	-2.2%	?	-2.8%	1.1%
Cc1ccc2nc(SCC(=O)Nc3cc([N+](=O)[O-])ccc3F)[nH]c2c1	-76.5%	-2.3%	-9.4%	-11.5%	-0.5%	2.8%	4.0%	?	-3.8%	1.4%
CCNC(=O)CSc1nc2cc([N+](=O)[O-])ccc2n1-c1cccc(C(F)(F)F)c1	-28.8%	15.8%	-10.9%	2.5%	3.0%	-1.3%	-4.4%	13.1%	-0.5%	-3.9%
CCS(=O)(=O)c1nc(S(=O)(=O)c2ccc(C)cc2)c(N2CCOCC2)s1	-3.7%	5.5%	3.5%	-1.1%	-9.5%	-0.1%	-2.4%	-1.4%	-3.3%	0.0%
N#Cc1c(NC(=O)c2ccc(N3CCOCC3)c([N+](=O)[O-])c2)sc2c1CCCC2	5.9%	36.9%	2.7%	0.2%	0.0%	-7.6%	-6.3%	0.9%	-1.2%	-3.4%
Cn1c2c(c(=O)n(C)c1=O)C(NC(=O)c1cccs1)(C(F)(F)F)C(=O)N2 (stereo unspecified)	-17.1%	39.5%	4.0%	5.2%	8.0%	-2.8%	2.8%	1.9%	0.7%	3.7%

Single entries from the list.
Result for COc1ccc(-c2cc(OC)c3c(C)oc(C)c3c(=O)c2)cc1OC under Rab9 promoter act: 1.1%
Result for Cc1ccc(NC(=O)c2cc(C)n(-c3ccccc3)c2C)cc1 under ELG1 genotoxic: 0.231µM*
Result for Cc1ccc(C)c(NC(=S)N(C)CCc2ccccn2)c1 under FLuc counter: -0.7%

Rab9 promoter act, hit marks shown above.
structure | RORg inh | uPA generation | NPC1 prom act | p53 reactivation | Rab9 promoter act
C/C(=N\NC(=O)c1ccc2c(c1)OCO2)c1ccco1 | ? | ? | ? | 23.1% | 0.794µM*

Further structures follow:
SMILES	BRCA1 expr up	RORg inh	Gal4-VP16 FLuc	FLuc counter	uPA generation	NPC1 prom act	p53 reactivation	MBNL1 CUG block	ELG1 genotoxic	Rab9 promoter act
Cc1nc(-c2coc3cc(O)c(C)cc3c2=O)cs1	-36.3%	-41.9%	?	0.953µM*	-15.0%	?	39.1%	?	?	?
Cc1nn(Cc2ccccc2)c(Cl)c1C(=O)NCc1ccco1	-2.7%	10.0%	-5.8%	1.6%	-1.4%	1.9%	-5.1%	-5.5%	-1.0%	5.4%
O=C1C2C3C=CC(C3)C2C(=O)N1/N=C/c1cn(Cc2ccccc2)c2ccccc12 (stereo unspecified)	-45.3%	?	8.8%	?	-1.8%	5.0%	2.6%	5.4%	11.2%	6.2%
Cc1cc(=O)oc2cc(NC(=O)C3COc4ccccc4O3)ccc12 (stereo unspecified)	-3.0%	-36.5%	-22.9%	-3.8%	19.1%	16.3%	5.1%	19.5%	5.7%	23.2%
Cc1ccccc1CC1(CO)CCCN(Cc2cn[nH]c2-c2ccccc2)C1 (stereo unspecified)	8.1%	-12.0%	-9.6%	-0.8%	-0.8%	2.0%	-2.6%	-3.8%	-3.4%	-3.1%
O=C(c1cccc(Cl)c1)N1CCC(N2CCC(C(=O)N3CCCC3)CC2)CC1	-1.9%	8.3%	7.9%	-3.6%	7.2%	1.0%	18.5%	-11.0%	-1.5%[9.26 µM]	0.2%
O=C1C=C(c2cccc(CO)c2)C[C@@H](c2ccc(Cl)cc2)C1	6.5%	/	/	-0.7%	4.2%	0.8%	-0.1%	/	-1.5%	-15.0%
O=C(Cc1noc2ccccc12)Nc1ccc2ccccc2c1	?	?	20.4%	-14.8%	-2.2%	10.7%	?	-1.2%	5.5%	22.3%
Cc1cc(C)c2c(NC(=S)NC(=O)c3ccccc3)n[nH]c2n1	-8.6%	5.62µM*	?	-2.3%	-2.8%	4.0%	4.3%	2.6%	6.0%	0.8%
CC(C)n1nc(CC(=O)O)c2ccccc2c1=O	-14.3%	-0.1%	-11.7%	-2.1%	2.0%	-1.2%	2.7%	5.3%	-2.3%	-0.6%
CSc1cccc(Nc2ccc(S(=O)(=O)N3CCOCC3)cc2[N+](=O)[O-])c1	-18.1%	/	/	1.2%	-1.0%	-2.1%	-5.3%	/	/	4.1%
O=C(NCc1cccnc1)c1ccc(COc2ccccc2Br)cc1	12.9%	?	?	?	-1.1%	-0.4%	-4.5%	1.5%	0.8%	1.7%
CC(=O)c1cccc(NC(=O)N2CCCCCC2)c1	2.2%	23.1%	-4.0%	-11.6%	1.2%	-0.4%	-2.6%	-0.8%	1.3%	6.3%
Cc1ccc(NC(=O)Nc2ccc3c(c2)CCC3)cc1	3.98µM*	19.6%	2.6%	?	-3.8%	2µM*	9.5%	1.4%	?	2µM*
O=C(CCCn1c(SCC(=O)c2ccccc2)nc2ccccc2c1=O)NCC1CCCO1 (stereo unspecified)	6.7%	?	-6.4%	-1.2%	-1.6%	2.6%	-6.2%	-0.4%	-9.3%	0.9%
CCc1ccc(C(=O)Cc2cc3cccc(OC)c3oc2=O)cc1	11.2µM*	-0.2%	7.8%	15.1µM*	-4.5%	?	13.2%	9.4%	13.2%	?
